MC4R barr agon = agonists of human melanocortin 4 receptor (MC4R) beta-arrestin. P32245. U2OS MC4R beta-arrestin complementation, luminescence; percent of melanotan II response, DMSO zero. activation, % at 8.9 µM. 360,000 tested, 0.98% active;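 active means activation above a per-plate cutoff, the mean activation of sample wells on that plate plus 3 SD, cut at about 8% in these data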
Target sequence (P32245 whole entry, looked up): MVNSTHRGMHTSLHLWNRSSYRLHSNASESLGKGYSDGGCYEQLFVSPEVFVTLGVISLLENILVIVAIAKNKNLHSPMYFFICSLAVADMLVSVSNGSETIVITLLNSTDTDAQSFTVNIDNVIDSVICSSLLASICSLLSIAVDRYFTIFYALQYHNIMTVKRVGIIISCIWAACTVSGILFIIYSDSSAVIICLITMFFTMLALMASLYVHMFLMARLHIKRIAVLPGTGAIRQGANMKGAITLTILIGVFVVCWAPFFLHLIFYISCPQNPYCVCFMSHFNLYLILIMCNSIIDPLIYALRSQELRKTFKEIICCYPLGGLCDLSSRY
ABHD5-PLIN5 inh = ABHD5-PLIN5 protein interaction inhibition | Split G. princeps luciferase complementation, luminescence, 4 h | inhibition, % at 4 µM | 360,000 tested, 0.78% active | AID 602281;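 active means inhibition above the mean inhibition across every tested compound plus 3 SD, cut at about 22% in these data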;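 further: 0% = DMSO only wells and the 100% control is not disclosed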
m5-HT2A agonist = activates the mouse 5-HT2A serotonin receptor. P35363. CHO-K1 mHTR2A beta-arrestin complementation, luminescence; percent of 30 µM serotonin response. activation, % at 7.6 µM. 360,000 tested, 0.66% active;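 active means activation above a run cutoff, the mean activation of all tested compounds plus 3 SD, cut at about 14% in these data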;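 further: 0% = plate median of compound wells and 100% = 30 µM serotonin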
Target sequence (P35363 whole entry, looked up): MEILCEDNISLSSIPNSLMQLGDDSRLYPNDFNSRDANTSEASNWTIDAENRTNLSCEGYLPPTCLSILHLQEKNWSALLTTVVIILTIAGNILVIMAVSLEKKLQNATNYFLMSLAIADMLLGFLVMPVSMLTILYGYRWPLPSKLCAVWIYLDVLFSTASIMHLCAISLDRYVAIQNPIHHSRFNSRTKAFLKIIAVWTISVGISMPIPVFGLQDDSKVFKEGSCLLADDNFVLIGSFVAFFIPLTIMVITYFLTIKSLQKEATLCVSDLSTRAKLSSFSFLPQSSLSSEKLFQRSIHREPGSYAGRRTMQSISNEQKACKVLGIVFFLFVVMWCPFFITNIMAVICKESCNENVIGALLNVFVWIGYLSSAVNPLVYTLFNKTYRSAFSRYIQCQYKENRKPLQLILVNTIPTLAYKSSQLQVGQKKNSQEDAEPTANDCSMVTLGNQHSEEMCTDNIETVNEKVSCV
H9c2 protect = modulators protecting cardiomyocytes from myocardial damage; AID 588492; protection from H2O2 cell death, % at 20 µM; 360,000 tested, 0.63% active; H9c2 cardiomyocytes, H2O2 injury protection, ATPLite, 2 h;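 active means compounds giving at least 50% protection of heart cells from peroxide-induced death in the single-dose screen, raw or plate-pattern-corrected value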;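 further: 0% = DMSO wells with peroxide and 100% = DMSO wells without peroxide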
MC4R antagonist = human MC4R antagonism in cAMP assay. P32245. MC4R-expressing cells, MTII-stimulated cAMP, LANCE TR-FRET. inhibition, % at 6.5 µM. 360,000 tested, 0.48% active;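 active means inhibition above its plate's cutoff, the mean of tested wells on that plate plus 3 SD, cut at about 29% in these data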;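 further: 0% = Melanotan II alone and 100% = Melanotan II plus saturating MCL0020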
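system = U2OS cells with stable human MC4R expression | also added = Melanotan II challenge after compound preincubation | dosing = one concentration, 6.5 µM nominal | incubation = compound 30 min, challenge 1 h, detection 1 h | measured by = TR-FRET with Eu-cAMP and labeled anti-cAMP, 671 nm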
Exocytosis inh = blocks lytic granule exocytosis. TALL-104 LAMP-1 surface exposure, flow cytometry; cells stimulated with thapsigargin and PMA. inhibition, % at 10 µM. 360,000 tested, 0.66% active;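 active means inhibition above about 55%, limit read from the data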
PDI inh = PDI (human) enzyme inhibition. PDI insulin aggregation turbidity, A650, 90 min. 350,000 tested, 0.052% active. P07237. inhibition, % at 10 µM;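 active means mean inhibition across replicates of 30% or more, whatever share of single replicates reach that level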;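 further: absorbance from insulin aggregation driven by PDI reduction with DTT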
N-glyco inh = blocks N-linked glycosylation in D54 reporter cells; D54 ERlucT glycosylation luciferase reporter, 24 h; percent of 100 nM tunicamycin response; reporter increase, % at 12.5 µM; 360,000 tested, 0.23% active; AID 588692;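 active means mean luciferase reporter signal, scaled so untreated is 0 and the glycosylation-blocking control 100, at or above a set limit in every replicate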;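 further: luciferase carries N-glycosylation sites so blocking glycosylation raises the light; 0% = median of neutral control wells and 100% = median of 100 nM tunicamycin wells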
ABCB6 inh 2 = inhibitors of human ABC transporter ABCB6; K562-ABCB6 porphyrin accumulation, flow cytometry, 1 h; stronger effect = lower value; fluorescence ratio to DMSO, % at 10 µM; 360,000 tested, 0.19% active; AID 602162;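 active means fluorescence ratio to DMSO below 75%, the collection mean minus 3 SD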;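 further: signal is porphyrin accumulated inside mitochondria; 100% equals median channel fluorescence of DMSO control wells; lower ratio means ABCB6 inhibition with less porphyrin fluorescence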
CaV13 FRET inh = Disruptors of the CACNA1D IQ motif to Ca2+-dependent inactivation inhibitor domain association, primary screening, Förster resonance energy transfer in intact living …; HEK cells, CFP/YFP FRET ICDI-IQ, plate reader, 10 min; percent FRET-ratio fall versus neutral wells; inhibition, % at 12.3 µM; 340,000 tested, 0.098% active;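 active means mean replicate inhibition of at least 30% and at least 1% of replicates passing that level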;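 further: 0% = median of the neutral control wells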
An asterisk follows results filed as active.

Sample of the layout (2 entries):
CCCC(=O)N1CCCC1(C)C(=O)Nc1ccc(OC(F)F)cc1 (centres undefined) was read as MC4R barr agon -1.0, ABHD5-PLIN5 inh 5, m5-HT2A agonist 0, H9c2 protect 4, MC4R antagonist 8, Exocytosis inh -6, PDI inh -1, N-glyco inh 2, ABCB6 inh 2 95 and CaV13 FRET inh -9.
`C=CCn1c[n+](CC(=O)c2ccc(Br)s2)c2ccccc21` gave MC4R barr agon -1.2, ABHD5-PLIN5 inh 6, m5-HT2A agonist -4, H9c2 protect 1, MC4R antagonist 2, Exocytosis inh 1, PDI inh -11, N-glyco inh -2, ABCB6 inh 2 101 and CaV13 FRET inh -3.

The whole of this part, previewed entries included:
CCCC(=O)N1CCCC1(C)C(=O)Nc1ccc(OC(F)F)cc1 (centres undefined) was read as MC4R barr agon -1.0, ABHD5-PLIN5 inh 5, m5-HT2A agonist 0, H9c2 protect 4, MC4R antagonist 8, Exocytosis inh -6, PDI inh -1, N-glyco inh 2, ABCB6 inh 2 95 and CaV13 FRET inh -9.
`C=CCn1c[n+](CC(=O)c2ccc(Br)s2)c2ccccc21` gave MC4R barr agon -1.2, ABHD5-PLIN5 inh 6, m5-HT2A agonist -4, H9c2 protect 1, MC4R antagonist 2, Exocytosis inh 1, PDI inh -11, N-glyco inh -2, ABCB6 inh 2 101 and CaV13 FRET inh -3.
Screening O=C(NCCC1=CCCCC1)C1CCN(C(=O)c2ccc(Cl)cc2)CC1 returned MC4R barr agon -0.8, ABHD5-PLIN5 inh 3, m5-HT2A agonist 4, H9c2 protect 3, MC4R antagonist 14, Exocytosis inh 3, PDI inh -2, N-glyco inh 0, ABCB6 inh 2 100 and CaV13 FRET inh -9.
For CS(=O)(=O)Nc1cccc(C2=NN(S(=O)(=O)c3ccccc3)C(c3cccs3)C2)c1 (centres undefined) the results were MC4R barr agon -1.3, ABHD5-PLIN5 inh -4, m5-HT2A agonist 0, H9c2 protect 2, MC4R antagonist 0, Exocytosis inh 1, PDI inh 0, N-glyco inh -3, ABCB6 inh 2 92 and CaV13 FRET inh -6.
CN1C(C(=O)NCC2CC2)CC2Cn3c(nc4cc(Cl)c(Cl)cc43)C21 (centres undefined) was read as MC4R barr agon -2.0, ABHD5-PLIN5 inh -4, m5-HT2A agonist -3, H9c2 protect -2, MC4R antagonist 4, Exocytosis inh -8, PDI inh 3, N-glyco inh 1, ABCB6 inh 2 97 and CaV13 FRET inh -5.
Screening CC1CN(S(=O)(=O)c2cccc(C(=O)NN3CCN(C)CC3)c2)CC(C)O1 (centres undefined) returned MC4R barr agon 0.5, ABHD5-PLIN5 inh 4, m5-HT2A agonist -1, H9c2 protect 7, MC4R antagonist 12, Exocytosis inh -4, PDI inh -5, N-glyco inh 1, ABCB6 inh 2 93 and CaV13 FRET inh -5.
COc1ccc(S(=O)(=O)N2CCC(C(=O)NCCN3CCOCC3)CC2)cc1OC was read as MC4R barr agon -1.4, ABHD5-PLIN5 inh -3, m5-HT2A agonist 5, H9c2 protect 7, MC4R antagonist 5, Exocytosis inh 17, PDI inh 2, N-glyco inh 1, ABCB6 inh 2 96 and CaV13 FRET inh -5.
Screening Cc1ccc(N2C(=O)C3C4C=CC(C4)C3C2=O)cc1C (centres undefined) returned MC4R barr agon -1.8, ABHD5-PLIN5 inh -3, m5-HT2A agonist 2, H9c2 protect 1, MC4R antagonist 10, Exocytosis inh 0, PDI inh -9, N-glyco inh -3, ABCB6 inh 2 88 and CaV13 FRET inh -5.
Screening NC(c1csc(Nc2ccccn2)n1)c1ccccc1Cl (centres undefined) returned MC4R barr agon 1.1, ABHD5-PLIN5 inh -11, m5-HT2A agonist 1, H9c2 protect 12, MC4R antagonist -2, Exocytosis inh 4, PDI inh -5, N-glyco inh -1, ABCB6 inh 2 101 and CaV13 FRET inh -10.
For Cn1c(-c2ccccc2)c(C(=O)CCl)c2ccccc21 the results were MC4R barr agon 12*, ABHD5-PLIN5 inh 24*, m5-HT2A agonist 3, H9c2 protect -9, MC4R antagonist 3, Exocytosis inh 14, PDI inh -1, N-glyco inh 13, ABCB6 inh 2 105 and CaV13 FRET inh -5.
Screening COC(=O)c1cc(-c2cccc(OC)c2)n[nH]1 returned MC4R barr agon -2.2, ABHD5-PLIN5 inh -2, m5-HT2A agonist -2, H9c2 protect -9, MC4R antagonist 4, Exocytosis inh 0, PDI inh 3, N-glyco inh 2, ABCB6 inh 2 113 and CaV13 FRET inh -5.
Screening COc1ccc(C)cc1NC(=O)C/C(C)=N/NC(=O)Cc1cccc2ccccc12 returned MC4R barr agon -0.3, ABHD5-PLIN5 inh 4, m5-HT2A agonist -7, H9c2 protect -4, MC4R antagonist 4, Exocytosis inh 7, PDI inh -16, N-glyco inh 2, ABCB6 inh 2 100 and CaV13 FRET inh -8.
Screening CN(C)CCCNC(=O)/C=C/c1ccc(OCc2c(F)cccc2Cl)cc1 returned MC4R barr agon 1.0, ABHD5-PLIN5 inh 29*, m5-HT2A agonist -4, H9c2 protect -25, MC4R antagonist -1, Exocytosis inh 12, PDI inh -6, N-glyco inh -3, ABCB6 inh 2 96 and CaV13 FRET inh -18.
O=c1[nH]c(-c2ccccn2)cc2ccccc12 was read as MC4R barr agon -1.4, ABHD5-PLIN5 inh -3, m5-HT2A agonist -2, H9c2 protect 10, MC4R antagonist 0, Exocytosis inh 2, PDI inh 1, N-glyco inh 12, ABCB6 inh 2 95 and CaV13 FRET inh -5.
`COc1cccc(/C=N/NC(=O)CCc2c(C)n[nH]c2C)c1O` gave MC4R barr agon -1.0, ABHD5-PLIN5 inh 2, m5-HT2A agonist -3, H9c2 protect 17, MC4R antagonist 11, Exocytosis inh 1, PDI inh 5, N-glyco inh 2, ABCB6 inh 2 97 and CaV13 FRET inh -2.
Screening CCCn1nc2cc(C(=O)NCc3ccc4c(c3)OCO4)ccc2c1OCC returned MC4R barr agon -2.2, ABHD5-PLIN5 inh -4, m5-HT2A agonist -5, H9c2 protect 1, MC4R antagonist 5, Exocytosis inh 22, PDI inh -3, N-glyco inh 1, ABCB6 inh 2 101 and CaV13 FRET inh -4.
COc1ccc(NC(=O)C2CCCN(S(=O)(=O)c3c(C)n[nH]c3C)C2)cc1 (centres undefined) was read as MC4R barr agon -0.8, ABHD5-PLIN5 inh -7, m5-HT2A agonist -2, H9c2 protect -5, MC4R antagonist 4, Exocytosis inh 0, PDI inh 0, N-glyco inh 1, ABCB6 inh 2 94 and CaV13 FRET inh -4.
Screening O=C1c2cc3c(cc2CCC1c1ccc2c(c1)OCO2)OCO3 (centres undefined) returned MC4R barr agon -1.1, ABHD5-PLIN5 inh -5, m5-HT2A agonist 4, H9c2 protect -3, MC4R antagonist 2, Exocytosis inh -18, PDI inh -7, N-glyco inh -2, ABCB6 inh 2 98 and CaV13 FRET inh -3.
COC(=O)c1ccc(N2CCN(C(=O)C3CC3)CC2)c([N+](=O)[O-])c1 was read as MC4R barr agon 0.5, ABHD5-PLIN5 inh 3, m5-HT2A agonist 3, H9c2 protect -4, MC4R antagonist -3, Exocytosis inh 11, PDI inh 18, N-glyco inh -1, ABCB6 inh 2 96 and CaV13 FRET inh -2.
O=C(Nc1nnc(-c2cccs2)s1)c1cccc(F)c1 was read as MC4R barr agon 4.9, ABHD5-PLIN5 inh 3, m5-HT2A agonist 8, H9c2 protect -12, MC4R antagonist 7, Exocytosis inh 0, PDI inh 1, N-glyco inh 2, ABCB6 inh 2 97 and CaV13 FRET inh 3.
`NS(=O)(=O)c1ccc(NC(=O)CSc2ccccn2)cc1` gave MC4R barr agon 3.5, ABHD5-PLIN5 inh 4, m5-HT2A agonist 5, H9c2 protect -2, MC4R antagonist -5, Exocytosis inh -5, PDI inh -1, N-glyco inh 0, ABCB6 inh 2 101 and CaV13 FRET inh -4.
`COCC(C)NC(=O)CSc1nc2nn(-c3ccccc3)c(=O)c-2c2n1CCCCC2` (centres undefined) gave MC4R barr agon -1.2, ABHD5-PLIN5 inh 6, m5-HT2A agonist 4, H9c2 protect 7, MC4R antagonist 1, Exocytosis inh -1, PDI inh 6, N-glyco inh 1, ABCB6 inh 2 97 and CaV13 FRET inh -2.
Screening O=c1[nH]cnc2sc(-c3ccccc3)cc12 returned MC4R barr agon 0.2, ABHD5-PLIN5 inh 3, m5-HT2A agonist 7, H9c2 protect -7, MC4R antagonist 12, Exocytosis inh 3, PDI inh 0, N-glyco inh 1, ABCB6 inh 2 109 and CaV13 FRET inh -2.
`COc1ccccc1N1C(=O)CSC1=S` gave MC4R barr agon -0.2, ABHD5-PLIN5 inh -10, m5-HT2A agonist -1, H9c2 protect 2, MC4R antagonist -2, Exocytosis inh -1, PDI inh 4, N-glyco inh 2, ABCB6 inh 2 99 and CaV13 FRET inh -5.
For CCOc1ccc(Nc2nc(-c3cccnc3)cs2)cc1 the results were MC4R barr agon 25*, ABHD5-PLIN5 inh 3, m5-HT2A agonist -2, H9c2 protect -7, MC4R antagonist 12, Exocytosis inh -3, PDI inh 1, N-glyco inh -2, ABCB6 inh 2 96 and CaV13 FRET inh 0.
`O=C(O)c1cc(S(=O)(=O)N2CCCCC2)ccc1N1CCCC1` gave MC4R barr agon -3.4, ABHD5-PLIN5 inh -1, m5-HT2A agonist 5, H9c2 protect 1, MC4R antagonist 12, Exocytosis inh 2, PDI inh -3, N-glyco inh 0, ABCB6 inh 2 100 and CaV13 FRET inh -6.
O=C(NNC(=O)c1sc2cccc(Cl)c2c1Cl)Nc1ccccc1 was read as MC4R barr agon 0.2, ABHD5-PLIN5 inh 1, m5-HT2A agonist -2, H9c2 protect -13, MC4R antagonist 3, Exocytosis inh 3, PDI inh -12, N-glyco inh 0, ABCB6 inh 2 115 and CaV13 FRET inh -1.
Screening O=Cc1nc(-c2ccccc2Cl)n2ccccc12 returned MC4R barr agon 0.5, ABHD5-PLIN5 inh 8, m5-HT2A agonist 4, H9c2 protect 8, MC4R antagonist 1, Exocytosis inh 0, PDI inh 3, N-glyco inh 0, ABCB6 inh 2 95 and CaV13 FRET inh -10.
For COc1ccc2c(c1)C(c1cccs1)=NNC(c1cccnc1)=N2 the results were MC4R barr agon 1.7, ABHD5-PLIN5 inh 9, m5-HT2A agonist 6, H9c2 protect 9, MC4R antagonist -9, Exocytosis inh -4, PDI inh -7, N-glyco inh 0, ABCB6 inh 2 75 and CaV13 FRET inh -4.
Screening O=C(CCc1ccccc1)NNC(=O)COc1ccccc1 returned MC4R barr agon -0.4, ABHD5-PLIN5 inh 0, m5-HT2A agonist -2, H9c2 protect -2, MC4R antagonist -1, Exocytosis inh -3, PDI inh 15, N-glyco inh 0, ABCB6 inh 2 84 and CaV13 FRET inh -4.
Screening OCCNC(=S)Nc1ccc2nsnc2c1 returned MC4R barr agon -1.6, ABHD5-PLIN5 inh -10, m5-HT2A agonist -2, H9c2 protect 2, MC4R antagonist 4, Exocytosis inh 2, PDI inh 2, N-glyco inh 0, ABCB6 inh 2 93 and CaV13 FRET inh -22.
`CCC(C)(C)NC(=O)C(c1ccc(F)cc1)N(Cc1ccco1)C(=O)c1cnccn1` (centres undefined) gave MC4R barr agon 1.1, ABHD5-PLIN5 inh 17, m5-HT2A agonist -1, H9c2 protect 5, MC4R antagonist 15, Exocytosis inh -4, PDI inh -6, N-glyco inh -2, ABCB6 inh 2 102 and CaV13 FRET inh -8.

Screening data as filed in PubChem.

The order is random; about 4.2% have a hit in one of these screens.
